HTR2A ag – mouse Htr2a agonists via beta-arrestin recruitment, primary screen, cell-based, luminescence; activation, % at 7.6 µM; AID 624169, 2012; CHO-K1 mHTR2A beta-arrestin complementation; percent of 30 µM serotonin response; actives 0.66% (n = 360,000);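 active = activation above a run cutoff, the mean activation of all tested compounds plus 3 SD, cut at about 14% in these data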;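 also: 0% = plate median of compound wells and 100% = 30 µM serotonin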
Target sequence (P35363 whole entry, looked up): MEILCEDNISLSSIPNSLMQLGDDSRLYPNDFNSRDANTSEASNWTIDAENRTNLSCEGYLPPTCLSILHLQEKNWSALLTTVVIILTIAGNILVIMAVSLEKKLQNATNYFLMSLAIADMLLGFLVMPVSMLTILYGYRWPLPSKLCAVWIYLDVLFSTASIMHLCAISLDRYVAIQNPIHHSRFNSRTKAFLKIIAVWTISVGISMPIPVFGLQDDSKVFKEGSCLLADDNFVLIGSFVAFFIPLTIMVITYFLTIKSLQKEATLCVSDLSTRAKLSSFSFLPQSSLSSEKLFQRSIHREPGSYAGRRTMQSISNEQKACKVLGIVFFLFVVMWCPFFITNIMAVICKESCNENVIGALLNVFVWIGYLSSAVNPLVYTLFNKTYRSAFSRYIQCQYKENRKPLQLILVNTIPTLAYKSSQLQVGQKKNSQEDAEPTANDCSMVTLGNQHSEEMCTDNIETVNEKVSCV
ABCB6 inh MLPCN – ABCB6 transporter inhibitors, primary screen, K562-ABCB6 cells, flow cytometry, MLPCN library; ATP-binding cassette sub-family B member 6 (Homo sapiens), Q9NP58; K562-ABCB6 porphyrin accumulation, 1 h; hits give low values; fluorescence ratio to DMSO, % at 10 µM; actives 0.19% (n = 360,000); AID 602162, 2011;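 active = fluorescence ratio to DMSO below 75%, the collection mean minus 3 SD; inconclusive = too few cells collected in the well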;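 also: signal is porphyrin accumulated inside mitochondria; 100% equals median channel fluorescence of DMSO control wells; lower ratio means ABCB6 inhibition with less porphyrin fluorescence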
MC4R barr agon – MC4R agonists recruiting beta-arrestin, primary screen, cell-based, luminescence, agonist arm of biased-ligand search. Melanocortin receptor 4 (Homo sapiens), P32245. U2OS MC4R beta-arrestin complementation; percent of melanotan II response, DMSO zero. activation, % at 8.9 µM. actives 0.98% (n = 360,000). AID 540308, 2011;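 active = activation above a per-plate cutoff, the mean activation of sample wells on that plate plus 3 SD, cut at about 8% in these data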
Target sequence (P32245 whole entry, looked up): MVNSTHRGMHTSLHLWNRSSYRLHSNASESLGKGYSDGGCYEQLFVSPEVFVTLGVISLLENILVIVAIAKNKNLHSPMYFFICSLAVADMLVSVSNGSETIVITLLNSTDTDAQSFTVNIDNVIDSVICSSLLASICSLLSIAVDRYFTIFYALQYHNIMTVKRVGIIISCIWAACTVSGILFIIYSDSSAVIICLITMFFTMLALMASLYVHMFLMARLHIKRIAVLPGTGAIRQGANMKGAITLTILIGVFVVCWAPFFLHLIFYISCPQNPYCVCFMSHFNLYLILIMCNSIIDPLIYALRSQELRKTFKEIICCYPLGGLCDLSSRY
N-glyco inh – increase of ERlucT glycosylation luciferase signal, primary screen, N-linked glycosylation inhibitor project, D54 ERlucT cells, luminescence, set 2 | D54 ERlucT glycosylation luciferase reporter, 24 h; percent of 100 nM tunicamycin response | reporter increase, % at 12.5 µM | actives 0.23% (n = 360,000);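 active = mean luciferase reporter signal, scaled so untreated is 0 and the glycosylation-blocking control 100, at or above a set limit in every replicate; inconclusive = mean reaches the limit but not every replicate does; inactive = mean below the limit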;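 also: luciferase carries N-glycosylation sites so blocking glycosylation raises the light; 0% = median of neutral control wells and 100% = median of 100 nM tunicamycin wells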
MC4R antag cAMP – MC4R antagonists of cAMP signaling, primary screen, cell-based, TR-FRET, antagonist arm of biased-ligand search | MC4R-expressing cells, MTII-stimulated cAMP, LANCE TR-FRET | actives 0.48% (n = 360,000) | Melanocortin receptor 4 (Homo sapiens), P32245 | inhibition, % at 6.5 µM;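 active = inhibition above its plate's cutoff, the mean of tested wells on that plate plus 3 SD, cut at about 29% in these data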;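 also: 0% = Melanotan II alone and 100% = Melanotan II plus saturating MCL0020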
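Material: U2OS-MC4R stable cell line | Reagent: Melanotan II challenge after compound preincubation | Doses: One concentration, 6.5 µM nominal | Incubation: 30-min compound preincubation, 1-h Melanotan II challenge, 1-h detection, room temperature | Signal: TR-FRET cAMP assay | Replicates: One well per compound, no replicates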
H9c2 protect – cardioprotection against H2O2-induced cell death, primary screen, uHTS, H9c2 cells, ATPLite luminescence | H9c2 cardiomyocytes, H2O2 injury protection, 2 h | protection from H2O2 cell death, % at 20 µM | actives 0.63% (n = 360,000) | AID 588492, 2011;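 active = compounds giving at least 50% protection of heart cells from peroxide-induced death in the single-dose screen, raw or plate-pattern-corrected value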;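 also: 0% = DMSO wells with peroxide and 100% = DMSO wells without peroxide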
Granule exo inh – LAMP-1 surface exposure blockers, TALL-104 cells – cell-based, flow cytometry, MLPCN library, primary screen; TALL-104 LAMP-1 surface exposure; cells stimulated with thapsigargin and PMA; inhibition, % at 10 µM; actives 0.66% (n = 360,000); AID 651702, 2012;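 active = inhibition above about 55%, limit read from the data; inconclusive = no clear call, values can overlap the other calls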
hiPSC survival – enhancers of single-cell hiPSC survival, primary screen, ATPlite luminescence. 100% = ROCK inhibitor wells, 0% = DMSO. survival enhancement, % at 20 µM. actives 0.044% (n = 360,000). AID 602274, 2012; in the data active = survival enhancement above about 18%;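 also: cells exposed to compounds for 16 hours before the ATP read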
aDG glyco up – activators of alpha-DG glycosylation, primary screen, uHTS, Pro5-aDG cells, AlphaScreen; AID 624168, 2012; alpha-DG glycosylation AlphaScreen (IIH6); 0% Pro5, 100% B10-LARGE cell signal; actives 0.22% (n = 360,000); activation, % at 10 µM;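 active = activation of at least 8% versus controls, or a plate z-score of at least 8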;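 also: Pro5 are CHO cells carrying HIG-tagged alpha-DG that lacks glycosylation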
ABHD5 PLIN5 PPI – ABHD5-PLIN5 interaction inhibitors, primary screen, cell lysate, split luciferase complementation, luminescence | Perilipin-5 (Homo sapiens) + 1-acylglycerol-3-phosphate O-acyltransferase ABHD5 (Homo … | Split G. princeps luciferase complementation, 4 h | inhibition, % at 4 µM | actives 0.78% (n = 360,000) | AID 602281, 2012;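 active = inhibition above the mean inhibition across every tested compound plus 3 SD, cut at about 22% in these data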;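 also: 0% = DMSO only wells and the 100% control is not disclosed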
The depositor's hits bear a star; ? = inconclusive; . = not tested or not shown.

SMILES	HTR2A ag	ABCB6 inh MLPCN	MC4R barr agon	N-glyco inh	MC4R antag cAMP	H9c2 protect	Granule exo inh	hiPSC survival	aDG glyco up	ABHD5 PLIN5 PPI
COc1ccc(C(=O)Nc2ccc(S(=O)(=O)N3CCCC3)cc2)c(OC)c1	-3	92	-0.1	-4	3	-3	9	1.0	-0.4	3
COc1cccc(NC(=O)CN(C)C(=O)c2c(C)noc2C)c1	5	97	-1.3	2	1	1	1	2.1	-0.4	8
NC(=S)N(c1ccccc1)c1ccccc1	3	96	-0.4	1	2	1	0	-0.1	2.0	-2
COC(=O)C(F)(F)Sc1c(C)[nH]c2ccccc12	-5	105	0.4	5	5	30	-5	-2.6	0.0	0
O=c1nc(N/N=C/c2ccccn2)cn[nH]1	3	101	0.5	-6	14	55*	-6	-4.4	0.2	-1
O=C(CCn1nnc2ccccc21)Nc1nnc(COc2ccc(F)cc2)s1	1	94	0.8	2	15	-4	-1	-0.7	0.7	-4
CCN(CCCNc1ncnc2nc[nH]c12)c1cccc(C)c1	-9	94	0.9	-1	7	-30	-2	4.4	0.3	7
CN(C)C(=O)CSc1nc2ccc(N3C(=O)c4ccccc4C3=O)cc2s1	6	100	0.7	0	1	3	0	-0.4	-0.1	4
CC(=O)Nc1nc(C(=O)Nc2c(C)n[nH]c2C)cs1	4	102	-0.3	2	1	-2	2	-2.5	-0.1	1
Cc1c(N2C(=O)/C(=C/C3CC=CCC3)SC2=S)c(=O)n(-c2ccccc2)n1C (stereo not drawn)	-2	101	-0.7	1	25	11	-4	0.3	0.0	-5
COc1ccc(NC(=O)CN(C)S(=O)(=O)c2ccc3c(c2)OCCO3)c2ncccc12	-7	83	-2.1	1	6	3	-1	-1.3	-0.6	-5
Cc1nn(CCC(=O)O)c(C)c1C	3	106	1.3	-1	14	5	-2	0.4	0.1	-1
O=C(C(=O)N1CCC(c2ccccc2)CC1)c1ccccc1	1	.	.	.	.	.	-9	.	-0.2	-3
COCCNc1nc(C(C)(C)C)nc2c1nnn2Cc1ccccc1Cl	-1	92	0.1	0	9	-13	3	-1.7	0.3	0
COc1ccccc1/C=C/CN1CCNC(=O)C1CC(=O)NCCc1cnccn1 (stereo not drawn)	6	83	-0.5	0	4	1	0	0.2	-0.2	-4
Cc1cc(C)n(CCC(=O)N/N=C/c2ccc(O)cc2O)n1	0	100	3.1	3	0	55*	2	-1.6	0.3	3
Cc1c([N+](=O)[O-])c(C/C=N/O)nn1C	12	97	-1.6	1	9	0	-9	-0.7	-0.2	-1
CCCCOC(=O)c1ccc(NC(=O)c2c(OC)cccc2OC)cc1	-2	98	-0.8	0	4	4	-4	3.5	1.0	-6
COC(=O)/C=C1\NC(=O)C(C)S1 (stereo not drawn)	3	100	-2.1	-4	7	10	-1	-1.5	-0.3	-4
Cc1ccc([C@@H]2CC=C(C(=O)O)[C@H](c3ccc(Br)cc3)N2S(=O)(=O)c2ccc(C)cc2)cc1	-2	100	1.0	-2	-4	-2	1	-0.7	0.0	-21
O=C(COc1cccnc1[N+](=O)[O-])Nc1ccc(Cl)cc1F	0	94	-1.6	3	3	0	-3	-2.1	0.0	4
CCn1c(SCC(=O)Nc2nnc(C)s2)nnc1-c1ccncc1	7	99	2.4	-1	-1	13	-3	0.2	-0.5	3
O=C1CCCc2ccccc2N1	3	116	-1.3	2	5	10	0	-0.3	-0.3	0
COc1cc(C(c2nnnn2C2CCCC2)N2CCc3ccccc3C2)ccc1O (stereo not drawn)	2	114	2.5	-2	3	3	5	-2.7	0.1	18
Cc1ccc(C)c(Nc2nc3c(S(=O)(=O)c4ccccc4)nnn3c3ccccc23)c1	-1	89	3.5	-1	-10	-6	-6	-0.4	-0.4	11
SMILES	HTR2A ag	ABCB6 inh MLPCN	MC4R barr agon	N-glyco inh	MC4R antag cAMP	H9c2 protect	Granule exo inh	hiPSC survival	aDG glyco up	ABHD5 PLIN5 PPI
CC(OC(=O)c1ccccc1NCCO)C(=O)NC1CCCCC1C (stereo not drawn)	-2	87	-2.4	-1	1	-2	-16	-0.4	0.0	-1
Cc1ccc(/C=C/C(=O)OCC(=O)Nc2ccc3[nH]c(=O)[nH]c3c2)o1	1	99	-0.6	3	-2	3	-2	-0.4	-0.2	10
COP(=O)(OC)c1nc(-c2ccc(C)cc2)oc1N1CCCCC1	-7	101	0.5	3	6	2	6	0.5	-0.1	-12
Cc1nn(C(C)(C)C)c(OC(=O)c2ccc(Br)o2)c1Sc1ccccc1	6	102	-0.4	5	0	0	1	-2.3	0.6	2
COc1ccc(-c2cc3nc(C)c(CCC(=O)NCc4ccco4)c(C)n3n2)c(OC)c1	2	85	-0.8	-7	1	16	-1	-1.9	0.1	1
O=c1cc(O)cc2n1CCC2	0	99	.	-1	.	4	4	0.2	-0.2	11
CSCCC(NC(=O)c1ccco1)C(=O)Nc1ccc(C)c(S(=O)(=O)N2CCOCC2)c1 (stereo not drawn)	-2	88	-3.6	1	3	2	-5	0.1	0.2	-5
CS(=O)(=O)c1ccc(Cl)c(NC(=O)COC(=O)c2ccc(-n3cnnn3)cc2)c1	-4	101	-5.2	-1	8	1	-10	0.3	-0.1	-13
CCOC(=O)Cc1c(-c2cccc(Cl)c2)nc2c3ccccc3ccn12	4	102	.	.	.	.	10	-1.1	0.6	-7
CC1CCN(c2ccc3nnc(CCC(=O)Nc4ccc(F)cc4)n3n2)CC1	0	100	-1.2	1	-1	4	-3	0.0	0.8	5
Cn1c(NCc2cc(Br)ccc2O)nc2ccccc21	-4	96	0.8	-3	-4	-12	2	1.6	0.4	-1
Cc1c(Cc2c(C)n(C)n(-c3ccccc3)c2=O)c(=O)n(-c2ccccc2)n1C	2	99	1.2	1	4	3	-9	-1.3	-0.1	2
COc1cc(C2CC(=O)c3cnc(N4CCN(Cc5ccccc5)CC4)nc3C2)cc(OC)c1OC (stereo not drawn)	5	98	-0.3	4	-1	-3	1	0.0	-0.1	-1
CC(C)n1c(O)c(N=Nc2ccccn2)c2ccccc21	0	99	-1.2	0	-2	1	18	-0.5	-0.2	3
COc1ccc(C2=CC(=O)C[C@H](c3ccc4c(c3)OCO4)C2)cn1	-4	95	-0.2	1	4	-4	5	2.1	-0.2	9
CN(C)C(CNC(=O)c1ccccc1OCc1ccc(Cl)cc1)c1ccco1 (stereo not drawn)	-3	95	-3.0	-2	6	2	-1	-0.4	0.2	1
NS(=O)(=O)c1ccc(CCNC(=O)CNC(=O)COc2ccccc2)cc1	-3	95	1.6	1	-1	10	?	-0.3	0.2	0
CCc1nnc(NC(=O)CSc2nc3cccnc3n2Cc2ccccc2)s1	-1	85	-0.4	0	3	4	-3	-1.2	0.2	-3
CCCCn1c(=O)c(C(=O)OCC)c(O)c2ccccc21	-3	93	-0.4	0	5	4	-2	5.3	0.1	2
O=C1CN(S(=O)(=O)c2cccc(Cl)c2Cl)CCN1	6	97	-1.1	2	-8	4	2	0.1	-0.2	9
COc1cccc(C(=O)Cn2c(=N)n(C)c3ccccc32)c1	11	105	-0.8	-22	1	-9	-5	-4.7	7.5*	0
COc1cc(NC(=O)c2ccccc2)c(OC)cc1NC(C)=O	5	96	-0.7	0	1	10	0	-1.0	0.1	4
COc1cccc(CN2CCc3ccc(NC(=O)CCc4ccc(C)cc4)cc3C2)c1O	-2	91	3.7	-5	13	2	2	-0.2	-0.2	5
Cc1ccccc1NS(=O)(=O)c1ccc(OCC(=O)N2CCCCC2)cc1	10	100	2.7	-2	18	0	5	-0.5	0.0	16
CC(=O)c1ccc(N2CCN(C(=O)c3cc4c(s3)CCCC4)CC2)cc1	-4	130	-2.0	1	-2	-16	-3	0.4	0.4	0
Cc1cc(C)n2nc(C(=O)OCC(=O)Nc3ccc(C)c(F)c3)nc2n1	-2	98	2.2	-1	6	14	-3	0.1	-0.1	-1
CC1(C(=O)NS(=O)(=O)c2ccccc2Cl)CCN1C(=O)CCc1ccc(Cl)cc1Cl (stereo not drawn)	9	97	-0.2	2	-4	4	-6	-1.3	0.3	0
COc1cccc(-c2cnc3c(NC(C)=O)cc(-c4ccsc4)cn23)c1	-1	96	37*	2	25	16	77*	-1.5	-0.1	2
O=C1OCc2cccc([N+](=O)[O-])c21	7	102	2.9	2	-4	7	0	0.7	-0.2	-2

Ordered by heavy-atom count (low to high): some entries from above.
SMILES	HTR2A ag	ABCB6 inh MLPCN	MC4R barr agon	N-glyco inh	MC4R antag cAMP	H9c2 protect	Granule exo inh	hiPSC survival	aDG glyco up	ABHD5 PLIN5 PPI
O=c1cc(O)cc2n1CCC2	0	99	.	-1	.	4	4	0.2	-0.2	11
CCCCn1c(=O)c(C(=O)OCC)c(O)c2ccccc21	-3	93	-0.4	0	5	4	-2	5.3	0.1	2
COc1cccc(C(=O)Cn2c(=N)n(C)c3ccccc32)c1	11	105	-0.8	-22	1	-9	-5	-4.7	7.5*	0
COc1cc(NC(=O)c2ccccc2)c(OC)cc1NC(C)=O	5	96	-0.7	0	1	10	0	-1.0	0.1	4
COc1ccc(C2=CC(=O)C[C@H](c3ccc4c(c3)OCO4)C2)cn1	-4	95	-0.2	1	4	-4	5	2.1	-0.2	9
CC(OC(=O)c1ccccc1NCCO)C(=O)NC1CCCCC1C (stereo not drawn)	-2	87	-2.4	-1	1	-2	-16	-0.4	0.0	-1
Cc1nn(C(C)(C)C)c(OC(=O)c2ccc(Br)o2)c1Sc1ccccc1	6	102	-0.4	5	0	0	1	-2.3	0.6	2
Cc1ccccc1NS(=O)(=O)c1ccc(OCC(=O)N2CCCCC2)cc1	10	100	2.7	-2	18	0	5	-0.5	0.0	16
CN(C)C(CNC(=O)c1ccccc1OCc1ccc(Cl)cc1)c1ccco1 (stereo not drawn)	-3	95	-3.0	-2	6	2	-1	-0.4	0.2	1
Cc1c(Cc2c(C)n(C)n(-c3ccccc3)c2=O)c(=O)n(-c2ccccc2)n1C	2	99	1.2	1	4	3	-9	-1.3	-0.1	2
COc1cccc(CN2CCc3ccc(NC(=O)CCc4ccc(C)cc4)cc3C2)c1O	-2	91	3.7	-5	13	2	2	-0.2	-0.2	5
